p53 reactivator – restores transcriptional activity of mutant p53; H1299 p53-A138V BP100-luciferase reporter, luminescence, 24 h; Potency, µM (doses to about 92.2 µM), inactives show top-dose activity change, positive = activation, actives largely listed as activators; 0.063% of 320,000 active; further: % of control where 0% means no effect; nearly all actives have a fitted effect of over 45% in size
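p53-null H1299 cells stably carrying temperature-sensitive p53-A138V and a BP100-luciferase reporter were pinned with compounds (4-point, 1:5 series) and held 24 hrs at 37 deg C. Luminescence was read 10 min after detection reagent.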
uPA generation – cell surface uPA generation inhibition. cell surface uPA generation assay, qHTS. Potency, µM (titrated, usually from 38.3 µM), inactives show top-dose activity change, negative = inhibition, usual class: inhibitors. 0.31% of 330,000 active. AID 540303; active means well fitted inhibition curve with a large enough effect; inconclusive means small, poorly fitted or top-dose-only effect; inactive means no such curve, though single readings can be large or run the other way; tested in mouse RAW 264.7 cells; further: on the % scale 0 is the no-effect control and ±100 the full control effect; nearly all actives have a fitted effect of over 55% in size
NPC1 prom act – NPC1 promoter activation; Huh7 NPC1 promoter luciferase reporter, 24 h; AID 485313; Potency, µM (doses to about 9.22 µM), inactives show top-dose activation, most hits filed as activators; 2.4% of 320,000 active;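 further: % of control where 0% means no effect; nearly all actives have a fitted effect of over 60% in size; reporter is driven by a mutant NPC1 promoter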
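Stably transfected Huh7 (NPC1 promoter→luciferase), 1500 cells/well in Opti-MEM + 10% FBS, 2 h settle, then compound 24 h at 37 °C. Luminescence after 10 min with Amplite reagent.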
Rab9 promoter act – Rab9 promoter activation; Huh7 Rab9 promoter-luciferase reporter, luminescence, 24 h; Potency, µM (top dose mostly 9.22 µM), without a hit: at the top dose activation, negative = inhibition, most hits filed as activators; 2.8% of 320,000 active; further: % of control where 0% means no effect; nearly all actives have a fitted effect of over 60% in size
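Using Huh7 cells stably transfected with Rab9 promoter–luciferase, compounds were incubated 24 h at 37 °C, 5% CO2; luciferase luminescence was read 10 min after reagent addition.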
MBNL1-CUG inh – blocks human MBNL1 binding to CUG repeat RNA | TR-FRET MBNL1-His/biotin-(CUG)12 binding, 665/545 ratio | Potency, µM (doses to about 57.5 µM), for the others: at the highest dose activity change, negative = inhibition, hits mostly inhibitors | 0.036% of 280,000 active | AID 2675; active means well fitted inhibition curve with a large enough effect in the signal ratio, with a control signal flat, not every such curve was filed as active; inconclusive means small, poorly fitted or top-dose-only effect, or effect the other way, or a change in a side signal; inactive means no such curve, though single readings can be large or run the other way; the % refers to the signal ratio; further: on the % scale 0 is the no-effect control and ±100 the full control effect
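Compounds (final 92 nM to 58 uM) are added to His-tagged MBNL1 and biotin-(CUG)12, then terbium anti-His antibody and streptavidin-XL665 (5 nM final). After 60 min at room temperature, the 665/545 nm ratio is read.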
ELG1 genotox – genotoxicity induction in ELG1-luciferase HEK293T cells. HEK293T ELG1-luciferase reporter, luminescence, 16 h. Potency, µM (series often up to 46 µM), inactives show at the highest dose activity change, positive = activation, most hits filed as activators. 1.3% of 330,000 active. AID 504466; further: % of control where 0% means no effect; nearly all actives have a fitted effect of over 60% in size
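Screening used a luciferase reporter fused to human ELG1 in HEK293T cells. Luminescence was read on a CCD plate imager after 16 hr exposure and 30 min ONE-Glo incubation.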
BRCA1 expr up – activators of BRCA1 expression; Potency, µM (doses to about 46.1 µM), for the others: at the highest dose activation, usual class: activators; 1.1% of 380,000 active; MCF7-BRCA1-FFLuc reporter, luminescence, 48 h; response scale: scaled: vehicle 0%, 10 µM genistein 100%; further: nearly all actives have a fitted effect of over 80% in size; some results filed as inactive show a strong effect at the top dose
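Luminescence from a BRCA1-driven firefly luciferase in MCF7 cells was the read-out, taken 15 min after substrate addition following 48 h compound exposure at 37 °C. Data were normalized to a 10 microM genistein control and DMSO vehicle.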
CXXC DNA block – blocks binding of human MLL CXXC domain to DNA | Q03164 | MLL-CXXC / FITC-HOXA9 DNA fluorescence polarization | Potency, µM (titrated, usually from 115 µM), without a hit: at the highest dose activity change, negative = inhibition, most hits filed as inhibitors | 0.037% of 290,000 active | AID 2662; active means well fitted inhibition curve with a large enough effect in the polarisation, with a control signal flat, not every such curve was filed as active; inconclusive means small, poorly fitted or top-dose-only effect, or effect the other way, or a change in a side signal; inactive means no such curve, though single readings can be large or run the other way; the % refers to the polarisation
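Steps: dispense CXXC domain solution (7 uM) → pin compounds or unlabeled HOX-A9 DNA control → 5 min ambient → add FLSN-HOX-A9 solution (50 nM) → spin → 30 min ambient → fluorescence polarization. Tris pH 7.5/NaCl/DTT/BSA buffer.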
RORg inh – ROR gamma (mouse) transcription inhibition | P51450 | Drosophila S2 Gal4-RORgamma UAS-luciferase reporter, 20 h | Potency, µM (doses to about 53.6 µM), inactives show top-dose activity change, negative = inhibition, usual class: inhibitors | 5.4% of 310,000 active | AID 2551; further: on the % scale 0 is the no-effect control and ±100 the full control effect; nearly all actives have a fitted effect of over 60% in size
Target sequence (P51450 whole entry, looked up, the tested form may be a part): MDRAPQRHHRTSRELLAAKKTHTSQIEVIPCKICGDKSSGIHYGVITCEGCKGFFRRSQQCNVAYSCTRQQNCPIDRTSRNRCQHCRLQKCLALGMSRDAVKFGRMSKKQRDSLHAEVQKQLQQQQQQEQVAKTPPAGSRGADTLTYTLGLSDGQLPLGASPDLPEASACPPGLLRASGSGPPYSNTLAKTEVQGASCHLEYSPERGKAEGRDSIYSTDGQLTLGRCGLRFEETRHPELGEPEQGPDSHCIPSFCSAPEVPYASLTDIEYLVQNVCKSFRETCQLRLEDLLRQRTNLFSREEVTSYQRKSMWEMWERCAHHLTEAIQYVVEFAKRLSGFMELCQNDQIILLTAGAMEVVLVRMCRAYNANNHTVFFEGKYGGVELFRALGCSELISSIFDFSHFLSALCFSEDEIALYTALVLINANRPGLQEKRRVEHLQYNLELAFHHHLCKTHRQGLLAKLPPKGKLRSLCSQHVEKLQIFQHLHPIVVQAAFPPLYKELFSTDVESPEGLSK
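Stable Schneider cell line, Gal4 DNA-binding domain fused to ROR gamma, UAS-luciferase. Cmpd 1 hr RT → CuSO4 700 uM final → 20 hr RT → luciferase reagent 10 min → luminescence.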
Gal4-VP16 FLuc – Gal4-VP16 reporter inhibition counter-screen; Drosophila S2 Gal4-VP16 UAS-luciferase, luminescence, 20 h; Potency, µM (top dose mostly 53.6 µM), for the others: at the highest dose activity, negative = inhibition, most hits filed as inhibitors; 3.5% of 310,000 active; AID 2546;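 further: Gal4-VP16 expression switched on by copper sulfate through the metallothionein promoter; on the % scale 0 is the no-effect control and ±100 the full control effect; nearly all actives have a fitted effect of over 50% in size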
FLuc modulator – firefly luciferase modulation, counter-screen for miR-21 project. P08659. purified FLuc, Km substrates, luminescence inhibition. Potency, µM (highest dose often 57.5 µM), inactives show at the highest dose activity change, negative = inhibition, hits mostly inhibitors. 6.9% of 360,000 active. AID 588342;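 further: plate controls were vehicle for no effect and reference inhibitor for full effect; nearly all actives have a fitted effect of over 55% in size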
Target sequence (P08659 whole entry, looked up): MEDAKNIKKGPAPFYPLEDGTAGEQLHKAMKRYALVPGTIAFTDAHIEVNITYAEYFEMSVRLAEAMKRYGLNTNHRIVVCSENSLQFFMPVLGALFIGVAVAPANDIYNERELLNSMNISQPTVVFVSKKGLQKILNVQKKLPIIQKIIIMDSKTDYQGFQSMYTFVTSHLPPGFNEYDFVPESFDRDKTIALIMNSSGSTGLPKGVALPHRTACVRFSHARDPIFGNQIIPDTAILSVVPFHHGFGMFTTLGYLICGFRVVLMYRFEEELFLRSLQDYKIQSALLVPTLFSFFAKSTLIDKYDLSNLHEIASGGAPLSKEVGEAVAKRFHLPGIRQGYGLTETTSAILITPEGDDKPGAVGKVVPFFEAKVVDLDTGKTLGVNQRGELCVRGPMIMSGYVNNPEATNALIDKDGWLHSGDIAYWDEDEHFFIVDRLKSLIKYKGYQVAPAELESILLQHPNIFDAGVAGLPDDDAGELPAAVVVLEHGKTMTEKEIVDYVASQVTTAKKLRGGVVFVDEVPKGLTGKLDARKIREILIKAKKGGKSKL
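Biochemical qHTS of compounds, final roughly 60 µM downward over six points, against 10 nM purified firefly luciferase using Km concentrations of substrates (10 uM D-luciferin, 10 uM ATP) in Tris acetate pH 7.5 buffer; luminescence output.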
Starred values were filed as active, the others as inactive; ? = inconclusive; · = not tested or not shown; & = joins results of further samples; [ ] = dose if it differs, or a comment. Unless noted, the call rests on the fitted dose curve; in most records, active means well fitted curve in the direction sought with a large enough effect; inconclusive means small, poorly fitted or top-dose-only effect, or another doubt; inactive means no such curve, though single readings can be large; an effect the other way counts as inactive or inconclusive. Potency means the concentration at half of the fitted maximal effect.

SMILES	p53 reactivator	uPA generation	NPC1 prom act	Rab9 promoter act	MBNL1-CUG inh	ELG1 genotox	BRCA1 expr up	CXXC DNA block	RORg inh	Gal4-VP16 FLuc	FLuc modulator
CCOc1cccc(C(=O)Nc2ccc(NC(=O)c3ccccc3)c(C)c2)c1	3%	-2%	0%	2%	-2%	-3%	36%	11%	18%[1.91 µM]	0%	13µM*
COc1ccc(/C=C/C(=O)c2ccc3c(c2)OCCO3)cc1[N+](=O)[O-]	4%	-13%	2%	-5%	11%	0%	2%	-29%	0%	1%	6.7µM*
COC(=O)c1cc(NC2c3ccccc3C(=O)N2Cc2ccco2)cc(C(=O)OC)c1 (configuration not stated)	-4%	4%	0%	2%	7%	-2%	-5%	-4%	28%	-1%	2%
O=C(CC1NCCc2ccccc21)Nc1ccccc1Cl (configuration not stated)	9%	-4%	-5%	16%	·	9%	11%	-1%	-14%	4%	-14%
CC(C)OCP(=O)(c1ccccc1)c1ccccc1	-5%	2%	-3%	2%	-8%	2%	-15%	-1%	0%	0%	3%
O=C(Nc1ccc(N2CCOCC2)cc1)C1CCCN(S(=O)(=O)c2cccc(C(F)(F)F)c2)C1 (configuration not stated)	5%	0%	0%	4%	-1%	3%	-14%	1%	29%	-1%	1%
COc1ccc(Br)cc1CNCCSc1nnnn1C	0%	4%	23%	-2%	-11%	0%	8%	0%	-9%	17%	4%
Nc1cc(C(=O)N2CCN(c3ccc([N+](=O)[O-])cc3)CC2)ccc1N1CC2CC(C1)c1cccc(=O)n1C2 (configuration not stated)	-3%	-2%	2%	2%	?	0%	0%	5%	8%	3%	-2%
CCOC(=O)C1CCN(C(=O)CC2(CC(=O)O)CCCC2)CC1	-4%	0%	-4%	3%	0%	2%	9%	14%	-12%	-5%	-2%
Cc1ccc(NC(=O)C2CC(=O)N/C(=N/NC(=O)c3ccc(C)cc3)S2)cc1 (configuration not stated)	2%	-8%	5%	-1%	0%	2%	4%	-6%	2.2µM*	10µM*	?
CN1C(=O)CC(C(=O)O)SC1=Nc1cccc(C(F)(F)F)c1 (configuration not stated)	-3%	4%	0%	-1%	-12%	0%	-5%	-7%	14%	7%	-17%
Cc1nc(N2CCCCCC2)c2ccccc2n1	6%	?	-6%	-2%	3%	-10%	-13%	38%[activator]	1%[1.91 µM]	-23%	0%
O=S1(=O)CC(O)C(N2CCCCC2)C1 (configuration not stated)	3%	-1%	0%	-1%	1%	1%	6%	2%	-9%	-4%	-1%
CCC(=O)Nc1nc(-c2ccc3c(c2)CC(C)N3S(C)(=O)=O)cs1 (configuration not stated)	6%	-1%	19%	3%	-2%	-2%	71%	3%	26%	0%	?
CC(C)(C)/C(O)=C/c1nc2ccccc2oc1=O	-3%	-17%	0%	2%	-14%	-1%	-21%	0%	26%	-24%	-3%
CC(C)C(=O)NNC(=O)CN1CCN(c2nc(-c3ccccc3)cs2)CC1	5%	1%	-4%	-3%	55%[activator]	11%	0%	-5%	3%	0%	-2%
O=C(O)c1cccc(S(=O)(=O)N(Cc2ccccc2)c2cccc(C(F)(F)F)c2)c1	-3%	3%	-1%	6%	4%	-2%	2%	-1%	-15%	3%	5%
CC(C)Cc1nnc(NC(=O)CCC(=O)N2CC(C)CC(C)C2)s1 (configuration not stated)	-2%	7%	1%	-1%	-4%	-1%	0%	13%	13%	-9%	2%
O=C(CCc1nc2ccccc2c(=O)[nH]1)Nc1ccc(F)cc1	1%	-7%	2%	-9%	-9%	4%	10%	1%	25%	-10%	-17%
COc1ccc(/C=N/NC(=O)CNC(=O)c2ccncc2)cc1	4%	3%	1%	0%	13%	0%	-5%	5%	8%	-4%	-8%

Compound profiles, as listed above. Screens in order: p53 reactivator, uPA generation, NPC1 prom act, Rab9 promoter act, MBNL1-CUG inh, ELG1 genotox, BRCA1 expr up, CXXC DNA block, RORg inh, Gal4-VP16 FLuc, FLuc modulator
COc1ccc(/C=N/NC(=O)CNC(=O)c2ccncc2)cc1 is listed as 4%, 3%, 1%, 0%, 13%, 0%, -5%, 5%, 8%, -4%, -8%
CC(C)Cc1nnc(NC(=O)CCC(=O)N2CC(C)CC(C)C2)s1 (configuration not stated) is listed as -2%, 7%, 1%, -1%, -4%, -1%, 0%, 13%, 13%, -9%, 2%

More results:
SMILES	p53 reactivator	uPA generation	NPC1 prom act	Rab9 promoter act	MBNL1-CUG inh	ELG1 genotox	BRCA1 expr up	CXXC DNA block	RORg inh	Gal4-VP16 FLuc	FLuc modulator
CCOc1ccc(NC(=O)CSc2nnc(Cn3c(=O)sc4ccccc43)n2C)cc1	1%	11%	-3%	-1%	-21%	2%	5%	-3%	-11%	2%	3%
O=C(NCc1ccccc1F)C1CCCN1C(=O)Nc1ccc(Cl)cc1 (configuration not stated)	0%	2%	-1%	-2%	-2%	-3%	-14%	-6%	-1%	8%	1%
CC(C)C(NC(=O)c1ccccc1F)C(=O)Nc1nccs1 (configuration not stated)	2%	-6%	0%	-3%	7%	-7%	-4%	-5%	-8%	-11%	-1%
CC(=O)c1ccc(OCC(O)CN2CCOCC2)cc1 (configuration not stated)	8%	0%	-4%	-9%	7%	0%	17%	0%	-24%	8%	4%
COc1cccc(-c2cc(C(F)(F)F)nc(N3CCOCC3)n2)c1	?	15%	-9%	-3%	-5%	-1%	-53%	2%	1%	1%	-1%
CCC(C)(C)NC(=O)CN(Cc1ccccc1)C(=O)CCC(=O)Nc1nccs1	-1%	0%	-3%	0%	0%	-5%	-5%	8%	6%	1%	1%
CNC(=S)SCCOc1ccccc1	11%	2%	2%	10%	-1%	1%	-2%	1%	-34%	0%	15µM*
COC1=C(N)C(=O)c2nc(-c3nc(C(=O)O)c(C)c(-c4ccc(OC)c(OC)c4O)c3N)ccc2C1=O	-24%	-84%	-47%[inhibitor]	-37%[inhibitor]	?	-16%	?	7%	14µM*	?	-15%
O=C(NN=C1CCCCCCC1)c1ccccn1	?	·	4%	9%	0%	13%	33%	-15%	-32%	4%	?
Cc1ccc(NC(=O)c2ccccc2)cc1-n1cnnn1	3%	5%	-5%	-3%	?	-5%	0%	-9%	5%	-3%	?
CC(C)C[C@H](NC(=O)[C@@H](O)[C@H](N)Cc1ccccc1)C(=O)O	·	·	-2%[46.1 µM]	-3%[46.1 µM]	·	·	·	-6%	-1%&2%	-8%&-4%	·
NS(=O)(=O)c1ccc(CCNC(=O)c2cc(-c3ccc(Br)cc3)nc3ccccc23)cc1	-6%	-25%	-8%	-1%	38%[activator]	-9%	-64%	-12%	3.5µM*	?	?
Cc1cccc(Nc2ncnc3ccccc23)c1	0%	-1%	25%	3%	2%	14%	?	2%	9%	-17%	?
CCOC(=O)COc1ccccc1C(=O)c1cnn(-c2ccccc2)c1	?	-18%	?	?	3%	?	71%	-4%	-6%	24%	11µM*
COCc1cc(C)nc(SCC(=O)Nc2nc(C)cs2)c1C#N	17%	-9%	0.63µM*	0.71µM*	6%	?	-18%	3%	-3%	-8%	12µM*
COc1cc(OC)c(OC)cc1/C=N/NC(=S)NCCN1CCOCC1	-7%	5%	-2%	0%	5%	6%	-16%	5%	4µM*	7.1µM*	4%
CN1CCN(C(=O)c2ccc3c(c2)N(Cc2ccc(F)cc2)C(=O)c2ccccc2S3=O)CC1 (configuration not stated)	10%	-3%	-3%	6%	-5%	-2%	2%&2%	·	-2%	8%	1%&1%
COc1ccccc1NC(=O)c1ccc(CN2CCOCC2)cc1	10%	15%	4%	25%	-3%	1%	14%	1%	20%	2%	-13%
CC(=O)N1c2ccc(S(=O)(=O)N3CCCC3)cc2CC1C(=O)NCc1ccc(N(C)C)cc1 (configuration not stated)	-2%	-2%	16%	3%	-5%	0%	16%	6%	10%	-1%	-1%
Cc1cc(OC(=O)c2cc(Cl)nc3ccccc23)ccc1Cl	9%	-1%	-1%	-1%	-1%	-1%	-7%	7%	-8%	1%	-3%

Next part.
SMILES	p53 reactivator	uPA generation	NPC1 prom act	Rab9 promoter act	MBNL1-CUG inh	ELG1 genotox	BRCA1 expr up	CXXC DNA block	RORg inh	Gal4-VP16 FLuc	FLuc modulator
CS(=O)(=O)N1CCC(C(=O)NCc2ccco2)CC1	3%	1%	2%	-2%	-5%	4%	-1%	2%	-15%	7%	2%
COc1ccc(NC(=O)c2ccc3c(c2)C(=O)N(Cc2cccnc2)C3=O)c(OC)c1	-10%	3%	-1%	1%	?	0%	0%	0%	?	-5%	0%
O=C(N/N=C\c1c[nH]c2ccccc12)c1ccc(O)cc1	6%	-4%	22%	17%	6%	12%	-6%	37%[activator]	6.3µM*	-17%	15µM*
N=c1c(C(=O)NC2CCCC2)cc2c(=O)n3ccccc3nc2n1CC1CCCO1 (configuration not stated)	-4%	0%	-1%	2%	?	-3%	-12%	2%	17%	-5%	1%

Screens: PubChem, National Center for Advancing Translational Sciences (NCATS)

A portion of the library; rates above refer to the full screens.
